12-LOX inh: ALOX12 (human) lipoxygenase inhibition. P18054. purified 12hLO, xylenol orange hydroperoxide absorbance. Potency, µM (doses to about 108 µM), for the others: top-dose activity change, negative = inhibition, usual class: inhibitors. 580,000 tested, 1.1% active; further: potency means the concentration at half of the fitted maximal effect; on the % scale 0 is the no-effect control and ±100 the full control effect
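Purified human 12hLO (150 nM final) in 25 mM Hepes, 0.01% Triton X-100, pH 7.0 was preincubated 15 min at room temperature with compound. Then 40 uM arachidonic acid was added, 30 min. Hydroperoxide was read by Fe-XO absorbance ratio 573/405 nm.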
D2 antagonist: D2 dopamine receptor (human) antagonism. HEK293 TREx D2 cells, calcium flux, dopamine EC80. inhibition, % at 10 µM. 340,000 tested, 2% active; in the data active means inhibition above about 30%; further: 0% is about no effect
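Tetracycline-induced HEK293 T-REx cells expressing D2 force-coupled to calcium signalling were dye-loaded, exposed to compound for 180 s, then challenged with an EC80 of dopamine; calcium flux was followed kinetically for a further 180 s.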
ERG Ets-DNA blk: inhibitors of human ERG Ets domain-DNA interaction; fluorescence polarization, His-ERG Ets domain / labelled DNA; Potency, µM (doses to about 76.9 µM), for inactives: at the top dose FP activity, negative = inhibition, usual class: inhibitors; 370,000 tested, 0.028% active; AID 624246; active means well fitted inhibition curve with a large enough effect in the polarisation, with a control signal flat; inconclusive means small, poorly fitted or top-dose-only effect, or effect the other way, or a change in a side signal; inactive means no such curve, though single readings can be large or run the other way; the % refers to the polarisation;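 further: polarization taken with two DNA probes labelled with fluorescein and Texas red; potency means the concentration at half of the fitted maximal effect; % of control where 0% means no effect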
Target sequence (P11308 whole entry, looked up, the tested form may be a part): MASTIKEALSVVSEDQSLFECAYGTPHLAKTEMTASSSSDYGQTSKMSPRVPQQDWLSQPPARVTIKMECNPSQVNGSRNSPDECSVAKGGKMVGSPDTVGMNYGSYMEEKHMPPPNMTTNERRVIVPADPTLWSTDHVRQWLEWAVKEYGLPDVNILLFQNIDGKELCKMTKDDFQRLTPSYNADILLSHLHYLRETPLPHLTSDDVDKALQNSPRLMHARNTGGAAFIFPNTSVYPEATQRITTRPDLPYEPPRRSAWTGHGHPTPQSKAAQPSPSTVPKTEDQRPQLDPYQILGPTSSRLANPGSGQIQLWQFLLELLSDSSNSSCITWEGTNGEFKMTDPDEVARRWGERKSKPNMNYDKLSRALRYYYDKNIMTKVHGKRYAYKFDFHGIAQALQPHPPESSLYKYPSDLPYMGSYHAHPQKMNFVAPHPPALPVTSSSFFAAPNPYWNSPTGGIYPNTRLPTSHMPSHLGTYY
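His-tagged ERG Ets domain (1 uM in the protein solution; 300mM KCl, 50mM Tris-HCl, 1mM EDTA, 1mM DTT, pH 7.5) received compound, then a probe mix of 5 nM fluorescein-DNA and 100nM Texas-615-DNA. Fluorescence polarization was read for both dyes.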
Vif-APOBEC3F blk: blocks the Vif interaction with APOBEC3F; 390,000 tested, 0.2% active; Potency, µM (titrated, usually from 46.1 µM), inactives show at the highest dose activity, negative = active; HeLa A3F-eYFP + Vif (tagged APOBEC3F with the HIV-1 protein that degrades it), YFP fluorescence increase; further: potency means the concentration at half of the fitted maximal effect; % of control where 0% means no effect; nearly all actives have a fitted effect of over 65% in size
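Fluorescence increase (Ex 488/Em 500-530) after overnight compound treatment at 37 deg C flags inhibition of Vif-driven A3F-eYFP loss in stable HeLa A3F-eYFP/Vif cells seeded overnight beforehand.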
LDHA inh: LDHA (human) enzyme inhibition | 480,000 tested, 0.15% active | purified LDHA, NADH/diaphorase-resazurin fluorescence; active compounds read low | AID 1347041 | activity change, % (values are at about 110 or 230 µM) | P00338; in the data active means activity change below about -30%; inconclusive means mostly about -25% to -30%;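 further: plate controls were DMSO wells for no effect and wells without enzyme for full effect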
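LDH5 2 nM; NADH 0.06 mM, pyruvate 0.2 mM; 200 mM Tris pH 7.4, EDTA, Tween-20; 5 min RT. Detection: diaphorase 0.133 mg/mL + resazurin 37 µM, fluorescence ex540/em590 at 0 and 20 min; normalized to enzyme-free and DMSO wells.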
Glioma ERSR ind: inducers of ER stress response in human glioma cells; U87-MG GRP78 promoter luciferase reporter, 16 h; 420,000 tested, 0.02% active; Potency, µM, for the others: at the highest dose activation, most hits filed as activators; further: potency means the concentration at half of the fitted maximal effect; series mostly up to about 76 µM; % of control where 0% means no effect; nearly all actives have a fitted effect of over 35% in size
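Stably transfected U87-MG human glioma cells carrying a GRP78-based luminescent sensor were seeded at 1000 cells/well, pin-dosed with compounds and incubated 16 h. Luciferase reagent was then added, and end-point luminescence was read after 10 min at room temperature.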
Vif-APOBEC3G blk: blocks the Vif interaction with human APOBEC3G. Q9HC16. HeLa A3G-eYFP + Vif (tagged APOBEC3G with the HIV-1 protein that degrades it), YFP fluorescence, overnight. Potency, µM (top dose mostly 46.1 µM), inactives show top-dose activity, negative = active, hits mostly inhibitors. 410,000 tested, 0.076% active;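 further: potency means the concentration at half of the fitted maximal effect; on the % scale 0 is the no-effect control and ±100 the full control effect; nearly all actives have a fitted effect of over 60% in size; hits raise eYFP signal because A3G escapes Vif-driven loss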
Target sequence (Q9HC16 whole entry, looked up): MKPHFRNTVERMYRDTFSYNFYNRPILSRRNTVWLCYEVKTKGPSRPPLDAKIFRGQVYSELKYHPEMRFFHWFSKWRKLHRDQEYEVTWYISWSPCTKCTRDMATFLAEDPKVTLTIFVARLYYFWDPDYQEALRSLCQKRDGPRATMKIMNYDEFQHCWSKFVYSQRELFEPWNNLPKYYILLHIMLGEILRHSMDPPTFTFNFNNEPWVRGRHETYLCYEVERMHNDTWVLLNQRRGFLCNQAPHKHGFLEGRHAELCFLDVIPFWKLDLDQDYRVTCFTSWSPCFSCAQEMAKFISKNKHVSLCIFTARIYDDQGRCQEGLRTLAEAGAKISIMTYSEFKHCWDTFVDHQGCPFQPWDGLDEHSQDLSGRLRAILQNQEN
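HeLa cells stably expressing Vif and C-terminally eYFP-tagged A3G, seeded overnight at 37 deg C, then exposed to compound by pintool overnight at 37 deg C. Rise in yellow fluorescence (Ex 488/Em 500-530, Acumen) marks blocked Vif-driven A3G degradation.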
RGS4 inh: blocks human RGS4-accelerated GTP hydrolysis. P49798. Transcreener GDP fluorescence polarization, RGS4-accelerated GTP hydrolysis. Potency, µM (titrated, usually from 114 µM), inactives show at the top dose activity change, negative = inhibition, usual class: inhibitors. 390,000 tested, 0.039% active; further: potency means the concentration at half of the fitted maximal effect; on the % scale 0 is the no-effect control and ±100 the full control effect; nearly all actives have a fitted effect of over 75% in size; some results filed as inactive show a strong effect at the top dose
Target sequence (P49798 whole entry, looked up): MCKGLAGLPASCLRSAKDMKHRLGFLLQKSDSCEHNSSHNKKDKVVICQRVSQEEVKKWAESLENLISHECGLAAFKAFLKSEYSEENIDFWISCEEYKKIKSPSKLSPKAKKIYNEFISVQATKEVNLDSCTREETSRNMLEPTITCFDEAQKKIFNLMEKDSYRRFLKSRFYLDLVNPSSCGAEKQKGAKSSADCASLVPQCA
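MLSMR compounds (23 nl, pin-transferred) preincubated 10 min at room temperature with a 500nM (2x) first reagent, then RGS4 at 900nM (2x) plus Transcreener GDP mix added; fluorescence polarization (620/688 nm) read before and after 90 min at 30 °C.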
D2 agonist: activates the human D2 dopamine receptor | AID 485358 | 340,000 tested, 0.53% active | activation, % at 2 µM | HEK293 T-REx D2 cells, calcium flux agonist mode | P14416;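 active means activation over 3 SD above normal in the single-dose calcium agonist read, cut at about 30% in these data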; further: 0% is about no effect
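In this primary screen, compounds producing a positive calcium signal within 180 s of addition to tetracycline-induced, force-coupled HEK293 Trex D2 cells are flagged; cells are dye-loaded with a no-wash calcium kit beforehand.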
* = called active by the depositor; ? = inconclusive; . = no result given; & = joins results of further samples; [ ] = remark or other dose. Unless noted, the call rests on the fitted dose curve; in most records, active means well fitted curve in the direction sought with a large enough effect; inconclusive means small, poorly fitted or top-dose-only effect, or another doubt; inactive means no such curve, though single readings can be large; an effect the other way counts as inactive or inconclusive. This is a subset. The share of hits here may be higher or lower than overall.

Each structure is followed by: ERG Ets-DNA blk | Vif-APOBEC3F blk | 12-LOX inh | D2 agonist | Vif-APOBEC3G blk | D2 antagonist | LDHA inh | Glioma ERSR ind | RGS4 inh
O=C(NCc1ccccc1F)C1CCCN1C(=O)Nc1ccc(F)cc1 (configuration not stated)
 : 1.9% | -6.1% | 5.3% | -3.0 | 4.4% | -3.4 | -9.2 | -2.7% | 47.5%
CC1CCN(C(=O)CSc2n[nH]c(-c3ccc(F)cc3)n2)CC1
 : 0.6% | 3.7% | -17.8% | 1.0 | 5.2% | . | -0.8 | -3.3% | -1.4%
COc1ccccc1CNC(=O)c1ccc2c(c1)nnn2C1CCCC1
 : -0.7% | -2.5% | -2.4% | . | -5.6% | . | 4.8 | 0.6% | -18.5%
COC(=O)[C@@H]1C[C@H]1[C@@H](NC(=O)c1cc(C)on1)c1ccccc1
 : -10.1% | -6.1% | -13.1% | . | -2.7% | . | 1.2 | 0.0% | 9.5%
COc1cc(CNCCCN2CCOCC2)c(Br)cc1OC(C)C
 : -3.6% | -18.0% | 21.8% | 0.0 | 1.2% | 13.7 | -1.6 | -2.9% | -20.6%
CCOc1ccc(S(=O)(=O)NCCC(=O)NC2=NCCS2)cc1
 : 3.8% | -2.3% | 4.6% | -0.3 | -0.2% | 0.2 | -2.5 | -0.8% | 20.6%
COc1ccc(S(=O)(=O)N2CCCC(N(C)CCc3ccccc3)C2)cc1OC (configuration not stated)
 : 2.8% | -6.5% | 1.6% | 0.5 | 1.3% | -5.5 | -0.9 | -1.6% | 7.8%
O=C(O)c1cc(S(=O)(=O)N2CCCCC2)ccc1Cl
 : 7.1% | 11.1% | 34.6%[activator] | 0.7 | 0.0% | -11.1 | -2.9 | -1.5% | 20.7%
COc1ccccc1NS(=O)(=O)c1cc(NC(=O)C2CCC2)ccc1N1CCCCC1
 : 15.3% | 2.8% | -25.2% | -0.3 | -3.3% | -18.8 | 1.9 | -7.5% | ?
Cc1cc(C(=O)N2CCCC(Nc3ccccc3)C2)c2ccc(F)cc2n1 (configuration not stated)
 : -0.3% | -12.1% | 4.7% | 0.2 | -5.9% | -1.9 | 1.9 | 0.9% | -4.5%
CN1c2ccccc2C(=O)/C(=C\Nc2ncccn2)S1(=O)=O
 : 32.1%[activator] | 10.1% | 0.0% | 0.3 | -1.0% | 12.7 | 4.1 | -1.0% | -2.9%
Nc1ccc(C(=O)OCC(=O)NC2CCCc3ccccc32)cc1[N+](=O)[O-] (configuration not stated)
 : 12.2% | -4.7% | ? | 0.0 | -1.7% | -1.2 | -0.3 | -8.3% | -30.1%
CC(=O)O[C@H]1CSC[C@H]1NC(=O)c1ccccc1
 : 1.7% | 4.7% | 485.1%[activator] | -2.0 | -5.3% | -25.7 | -2.3 | -1.6% | -14.9%
CCOc1ccc(N2C(=O)c3cccnc3C2Nc2ccc(C)cc2)cc1 (configuration not stated)
 : -5.5% | -3.8% | -20.6% | -0.4 | 0.2% | 1.2 | 0.4 | 2.2% | 7.0%
CC(NC(=S)NCCc1ccccc1)C(c1cccs1)N1CCN(C)CC1 (configuration not stated)
 : 3.6% | 3.9% | -25.3% | 9.1 | 3.3% | 17.4 | -5.6 | -0.2% | -7.2%
COc1ccc(-c2nc(C)c(CCNS(=O)(=O)c3ccc(F)cc3)s2)cc1OC
 : 9.9% | 3.0% | ? | 0.8 | ? | . | -1.5 | 1.7% | 6.2%
O=C(CCCN1C(=O)S/C(=C/c2ccccc2)C1=S)Nc1ccc(C(=O)O)cc1
 : 16.4% | 0.1% | -11.4% | -0.7 | 3.3% | 1.2 | -5.7 | -1.0% | -5.8%
Cc1ccc(-n2nc(C)c(/C=N/NC(=O)c3cccs3)c2Cl)cc1
 : -9.4% | -29.8% | -10.6% | -1.9 | -15.1% | 32.5* | -6.1 | 6.5% | -10.8%
COc1cc(CNc2cccc3[nH]c(C(F)(F)F)nc23)cc(OC)c1
 : 14.6% | -10.2% | -4.8% | -3.7 | -16.9% | -5.1 | 8.1 | -5.5% | ?
Cc1ccc(CNC(=O)CN(C)S(=O)(=O)c2ccc(F)cc2)cc1
 : 8.9% | 0.6% | 6.3% | . | 9.4% | . | -2.3 | 1.0% | 31.3%

(more compounds)
Each structure is followed by: ERG Ets-DNA blk | Vif-APOBEC3F blk | 12-LOX inh | D2 agonist | Vif-APOBEC3G blk | D2 antagonist | LDHA inh | Glioma ERSR ind | RGS4 inh
CC1(C(=O)NC2CCCC2)CCC(=O)N1CCOc1ccccc1 (configuration not stated)
 : . | . | -3.0% | . | -1.0% | . | 1.0 | -3.4% | .
CCc1nnc(NC(=O)C2CCC(CNc3c(N4CCCCC4)c(=O)c3=O)CC2)s1 (configuration not stated)
 : 2.7% | -7.1% | -19.3% | 0.1 | 2.4% | -12.4 | -1.2 | -4.3% | -8.8%[11.4 µM]
CCCSc1ccc2nc(-c3ccccc3)cn2c1
 : -5.1% | 0.8% | ? | 0.6 | -6.3% | -6.5 | -1.8 | -14.3% | 22.7%
CCC(=O)c1ccc(OCC(=O)OCC(=O)NCc2cccs2)cc1
 : -2.9% | 0.9% | 10.1% | -0.2 | 5.4% | 9.0 | -3.9 | -3.1% | -8.0%
COc1ccc(-c2ccc3c(c2)[C@@H]2C[C@H]4[C@@H](C(=O)N2CC3)[C@H](C)ON4C)cc1
 : -3.0% | -6.1% | ? | . | 2.6% | . | -1.0 | -1.4% | -0.5%
Cc1coc2c(C)c3oc(=O)c(CC(=O)NCc4ccccc4)c(C)c3cc12
 : 4.6% | -2.0% | -17.3% | 0.6 | -25.1% | . | -6.7 | -2.7% | -8.5%
Cc1ccc(C)c(Nc2ncnc3nc[nH]c23)c1
 : 10.5% | -10.4% | 15.0% | 0.7 | 1.1% | 8.0 | -6.3 | -2.5% | 19.3%
Cc1ccccc1[C@@H]1C(C#N)=C(N)S[C@H]1C(=O)c1ccccc1
 : -5.7% | -6.8% | -10.1% | -0.4 | 2.2% | -11.7 | 0.7 | -1.9% | -40.1%
Cc1ccc(Nc2nc3nonc3[nH]c2=O)cc1C
 : -6.0% | -11.6% | 0.0% | 0.5 | -1.8% | 1.1 | -4.8 | -3.0% | -10.7%
O=C(CN1C(=O)CCC1=O)Nc1nc(-c2ccc(Oc3ccccc3)cc2)cs1
 : 4.6% | 5.4% | -3.9% | -1.3 | 0.9% | -13.1 | -7.0 | 1.9% | 14.2%
CCCc1ccc(C(=O)NNc2cccc(C)c2)cc1
 : 0.0% | 7.1% | ? | -1.0 | -16.9% | -16.6 | -0.9 | 7.3% | 1.9%
CC1CCN(S(=O)(=O)c2ccc3nc(-c4cccnc4)cc(C(=O)NCCCOC(C)C)c3c2)CC1
 : 1.2% | -3.8% | -1.7% | 0.0 | 4.4% | . | -1.8 | -3.6% | -14.0%
CCC(C)(C)NC(=O)CN(Cc1ccc2c(c1)OCO2)C(=O)CCC(=O)Nc1cc(C)ccn1
 : 0.9% | -5.6% | -19.2% | 0.3 | -4.3% | 42.2* | -0.3 | -3.9% | -6.8%
C#CCOC(=O)c1ccccc1C(=O)N(CC)CC
 : -6.4% | -17.2% | 0.4% | 0.3 | 2.9% | -9.3 | -7.6 | 0.2% | 23.1%
COc1ccc(C(=O)NNC(=O)C(=O)/C=C(\O)c2ccc(C)cc2)cc1
 : 14.4% | -13.5% | 35.5µM* | 0.5 | -7.2% | -4.7 | 5.3 | -1.8% | -6.9%
COc1ccc(NC(=O)Oc2ccccc2)cc1Cl
 : -7.0% | 2.2% | 2.7% | 1.2 | 2.3% | -13.1 | -1.0 | -2.6% | 0.2%
CCCCCC#CCC#CCC#CCC#CCCCC(=O)O
 : . | . | ? | 1.1 | . | -38.0 | . | -2.9%&-3.4% | .
O=C(Cn1cnc2onc(-c3ccc(F)cc3)c2c1=O)Nc1ccc(F)c(Cl)c1
 : -4.4% | -9.3% | -13.5% | 2.4 | 0.0% | . | -5.2 | -2.6% | 18.0%
O=C(COC(=O)Cc1ccccc1[N+](=O)[O-])NNC(=O)c1ccc([N+](=O)[O-])cc1
 : -12.6% | -5.7% | 3.6% | 0.0 | -7.9% | 20.6 | 1.1 | 1.2% | 27.2%
O=C(NCCc1cccc(F)c1)C1CCN(S(=O)(=O)c2ccc(F)cc2)CC1
 : -7.4% | 14.5% | ? | 0.0 | -4.3% | 3.7 | -3.3 | -2.2% | 37.1%
Cc1ccc(OCC(=O)Nc2ccc(C(=O)O)cc2NC(=O)COc2ccc(C)c(C)c2)cc1C
 : 2.4% | 2.7% | -4.3% | -0.6 | -0.8% | -3.6 | -0.5 | -2.3% | -0.4%
O=C(NCc1cccnc1)C1CCC(CNS(=O)(=O)c2cccc3nsnc23)CC1 (configuration not stated)
 : 8.9% | 1.4% | -5.6% | 0.3 | -0.1% | -5.0 | -0.3 | 5.1% | 6.4%
CCOc1cc(CNCc2ccc(C(=O)O)cc2)ccc1OC
 : -2.0% | 2.3% | -32.2% | -0.3 | -5.3% | -20.9 | 1.6 | -3.4% | -14.3%

Marked active in 12-LOX inh (from the list above):
| smiles | ERG Ets-DNA blk | 12-LOX inh | D2 antagonist | RGS4 inh |
| --- | --- | --- | --- | --- |
| COc1ccc(C(=O)NNC(=O)C(=O)/C=C(\O)c2ccc(C)cc2)cc1 | 14.4% | 35.5µM* | -4.7 | -6.9% |

Screens: PubChem BioAssay, National Center for Advancing Translational Sciences (NCATS)
